SR-BI uptake up: activators of SR-BI mediated HDL lipid uptake; activation, % at 12.5 µM; hit rate 0.096% among 320,000; CHO ldlA[mSR-BI] cells, DiI-HDL uptake fluorescence, 3 h; 100 = double the neutral-control signal;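 active means mean replicate activation of at least 60% and every replicate at or above 60%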;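 further: 0% = median plate neutral-control signal and 100% = twice that signal; values of inactives mirror those of a sister screen read the other way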
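Test system: SR-BI-overexpressing, LDLR-lacking CHO cells; Also added: labelled HDL, 10 µg/mL; Measured by: bottom-read cell fluorescence after medium removal, ex 550/em 595 nm; Timing: 3 h uptake period with compound, 37 °C; Buffer or medium: F12, 0.5% BSA, 25 mM HEPES; Doses: single compound concentration, delivered by pin transfer.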
HTR5A ag: HTR5A agonism, opioid heterodimer counter-screen. activation, % at 9.3 µM. HTR5A agonist assay, luminescence, cell-based. P47898. hit rate 0.61% among 340,000; in the data active means activation mostly above about 9.5%, no sharp cut-off; inactive means mostly below about 7.6%;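 further: 0% = cells with vehicle only and 100% = reference agonist; strong numbers were not always called active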
MITF TRPM1 HTS: activators of MITF-driven TRPM1 promoter activity in SK-MEL-5 cells; hit rate 0.75% among 300,000; SK-MEL-5 TRPM1-promoter luciferase, 24 h; % of positive control, neutral wells = 0; activation, % at 12.5 µM; AID 588334;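 active means mean activation of at least 80% with every replicate also reaching 80%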;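 further: 0% = neutral control wells and 100% = parthenolide positive control wells; values of inactives mirror those of a sister screen read the other way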
CDK5 inh: CDK5/p35 (human) kinase inhibition | inhibition, % at 10 µM | AID 488839 | Q00535+Q15078 | Recombinant CDK5/p35, ADP-Glo luminescence, 60 min | hit rate 0.01% among 330,000;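 active means highest replicate inhibition of at least 50% and at least 75% of replicates reaching 50%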;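 further: plate controls were DMSO neutral control for no effect and GW8510 at 10 µM for full effect; many of its hits are not listed in these tables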
dFosB act: mouse delta FosB homodimer activation | P13346 | purified delta FosB, TAMRA-CDK5 oligo fluorescence polarization; percent of positive-control signal above neutral wells | activation, % at 25 µM | hit rate 0.99% among 340,000 | AID 493131;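 active means mean activation above about 17%, with every replicate also reaching it, limit read from the data, passing the limit was not always enough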;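 further: fluorescence polarization rise as delta FosB binds a TAMRA Cdk5 AP-1 oligo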
PvdQ acylase: blocks Pseudomonas aeruginosa PvdQ acylase activity; purified PvdQ acylase, fluorescence plate reader; inhibition, % at 10 µM; hit rate 0.063% among 340,000; AID 488965; in the data active means inhibition above about 30%, passing the limit was not always enough;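 further: 0% = vehicle neutral wells and 100% = reference inhibitor wells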
SR-BI DiI inh: inhibitors of mouse SR-BI mediated HDL lipid uptake; Q61009; ldlA[mSR-BI] CHO cells, DiI-HDL uptake fluorescence, 3 h; inhibition, % at 12.5 µM; hit rate 0.96% among 320,000; AID 488896;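 active means mean replicate inhibition of at least 70% and a set share of replicates each scoring 70 or more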;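 further: 0% = median of neutral control wells and 100% = median of positive control wells; values of inactives mirror those of a sister screen read the other way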
Target sequence (Q61009 whole entry, looked up): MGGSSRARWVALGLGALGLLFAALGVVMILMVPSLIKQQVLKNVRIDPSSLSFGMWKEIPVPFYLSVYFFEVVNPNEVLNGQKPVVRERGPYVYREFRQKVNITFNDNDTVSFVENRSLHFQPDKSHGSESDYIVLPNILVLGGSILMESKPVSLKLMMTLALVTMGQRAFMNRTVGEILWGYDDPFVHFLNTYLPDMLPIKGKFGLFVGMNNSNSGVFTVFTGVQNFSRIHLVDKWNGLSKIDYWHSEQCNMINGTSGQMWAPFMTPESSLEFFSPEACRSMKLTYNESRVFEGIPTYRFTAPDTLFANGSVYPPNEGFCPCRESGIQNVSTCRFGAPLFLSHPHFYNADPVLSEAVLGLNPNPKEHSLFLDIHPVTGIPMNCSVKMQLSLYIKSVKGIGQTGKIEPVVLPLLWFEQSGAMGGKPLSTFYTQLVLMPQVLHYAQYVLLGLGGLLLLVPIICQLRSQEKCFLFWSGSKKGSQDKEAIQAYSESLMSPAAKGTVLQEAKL
RTF Ca sens act: cardiac RTF calcium sensitization | P19429+P45379 | IANBD-labeled TnC RTF fluorescence at EC20 calcium; 0% EC20 calcium, 100% full calcium | activation, % at 7.2 µM | hit rate 0.24% among 340,000;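 active means activation above the mean over all tested compounds plus 3 SD, cut at about 30% in these data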;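 further: rise in fluorescence read as greater calcium sensitivity of cardiac thin filaments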
Wnt act: activators of Wnt/beta-catenin signaling. Wnt/beta-catenin reporter cell assay, activator, plate reader. activation, % at 9.35 µM. hit rate 1.2% among 300,000; in the data active means activation above about 30%, passing the limit was not always enough;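 further: 0% = neutral control wells and 100% = positive control wells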
Rtt109 HAT inh: C. albicans Rtt109 histone acetyltransferase inhibition | purified Rtt109/Vps75, ThioGlo CoA-SH fluorescence, 4 h | inhibition, % at 34.9 µM | AID 540336 | hit rate 0.16% among 330,000 | Q5AAJ8;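 active means inhibition of at least 50% in every replicate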
Target sequence (Q5AAJ8 whole entry, looked up): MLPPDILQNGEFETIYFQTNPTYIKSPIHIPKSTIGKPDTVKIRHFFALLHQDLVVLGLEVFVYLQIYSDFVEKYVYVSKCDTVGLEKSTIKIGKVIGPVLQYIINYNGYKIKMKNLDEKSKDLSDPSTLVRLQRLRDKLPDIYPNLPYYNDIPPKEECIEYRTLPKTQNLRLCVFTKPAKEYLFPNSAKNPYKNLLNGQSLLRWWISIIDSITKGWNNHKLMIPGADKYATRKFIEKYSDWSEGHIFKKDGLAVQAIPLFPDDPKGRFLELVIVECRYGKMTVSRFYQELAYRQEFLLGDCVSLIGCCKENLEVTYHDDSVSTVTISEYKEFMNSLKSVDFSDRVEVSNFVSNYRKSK
Starred values were filed as active, the others as inactive; / = not tested or not shown.

SMILES	SR-BI uptake up	HTR5A ag	MITF TRPM1 HTS	CDK5 inh	dFosB act	PvdQ acylase	SR-BI DiI inh	RTF Ca sens act	Wnt act	Rtt109 HAT inh
CCC(C)NCCCCOc1ccc(Cl)cc1C (configuration not stated)	-8	-1	-4	-0.5	6	-6	8	3	/	3
Cc1ccc(/C=C/C(=O)Nc2sc3c(c2C#N)CCCC3)o1	-75	-1	28	-2.3	-7	1	75*	-2	14	16
CC1CCN(C(=O)CCCOc2ccc(Cl)cc2)CC1	4	2	52	-2.9	-6	-11	-4	5	7	-2
CC(=O)Nc1ccc(C(=O)OCCc2ccccc2)cc1	0	1	6	-2.2	-10	-14	0	10	16	6
NS(=O)(=O)c1ccc(NC(=O)CSc2nc3ccccc3n2-c2ccccc2)cc1	-20	6	-4	-0.1	6	-3	20	2	/	4
Clc1ccc(-n2c(SCc3nc4ccccc4[nH]3)nnc2-c2ccncc2)cc1	-8	3	-8	-1.2	-9	-10	8	6	/	-2
COc1ccc(NC(=O)N2CCCC2C(=O)NCCc2ccccc2)cc1 (configuration not stated)	14	5	-4	0.2	1	-23	-14	5	-2	8
NS(=O)(=O)c1ccc(N/N=C/c2ccc[nH]2)c([N+](=O)[O-])c1	/	-8	-12	0.8	-5	12	/	-4	-13	0
NC(=S)c1c(Cl)cc(C(F)(F)F)cc1Cl	4	3	2	-1.1	-10	-8	-4	6	-5	-11
Cn1c(=O)n(C)c2cc(S(=O)(=O)N3CCN(c4ccccc4)CC3)ccc21	-17	0	2	1.2	3	-11	17	4	-2	-1
CC1CCCC(NC(=O)CCS(=O)(=O)c2cc3c(cc2Cl)NC(=O)CO3)C1C (configuration not stated)	49	1	-1	1.2	-9	-1	-49	1	-3	0
CCOC(=O)c1c(C)nc2sc3c(c2c1-c1ccc(OC)cc1)NC(c1ccc(OC)cc1)NC3=O (configuration not stated)	-6	5	5	1.2	7	0	6	3	-1	-49
CCCCn1c(N)c(N(CC)C(=O)c2ccc(Cl)c([N+](=O)[O-])c2)c(=O)[nH]c1=O	/	4	/	-2.5	-4	3	/	-4	17	-3
CCOc1c(C)cc(S(=O)(=O)NCc2ccccn2)c(C)c1C	0	3	-15	-0.4	-3	-9	0	0	2	4
COC(=O)c1cc2ccsc2n1CC(=O)N1CCCc2ccccc21	18	6	-7	1.6	-2	-2	-18	-1	-2	7
Cc1[nH]c2ccccc2c1SCC(=O)N1CCCc2ccccc21	-14	0	-3	-0.2	-5	-6	14	0	-3	8
CCOC(=O)C1CCCN(CCC(=O)Nc2cc(C)ccc2C)C1 (configuration not stated)	2	2	1	1.4	-5	-9	-2	-5	-1	-9
Cc1ccc(C2NC(=O)NC3=C2CCc2ccccc23)cc1 (configuration not stated)	13	2	18	-0.8	-5	-13	-13	1	-6	2
CC(=O)Nc1ccc(NC(=O)CSc2nnc(-c3ccc(NS(C)(=O)=O)cc3)n2C)cc1C	-15	0	-13	-2.8	-6	3	15	-5	-1	-7
COc1c(C)cccc1C(=O)NC(=S)Nc1ccc2c(c1)Cc1ccccc1-2	12	-3	/	-0.6	2	-6	-12	2	/	-3

An excerpt from above in order of the Rtt109 HAT inh value, rising:
Compound,Rtt109 HAT inh
CCOC(=O)C1CCCN(CCC(=O)Nc2cc(C)ccc2C)C1 (configuration not stated),-9
COc1c(C)cccc1C(=O)NC(=S)Nc1ccc2c(c1)Cc1ccccc1-2,-3
Cc1[nH]c2ccccc2c1SCC(=O)N1CCCc2ccccc21,8

(continued)
SMILES	SR-BI uptake up	HTR5A ag	MITF TRPM1 HTS	CDK5 inh	dFosB act	PvdQ acylase	SR-BI DiI inh	RTF Ca sens act	Wnt act	Rtt109 HAT inh
COc1ccc(CNC(=O)CN2C(=O)COc3ccc(S(=O)(=O)N4CCC(C)CC4)cc32)cc1	18	-4	-7	/	-7	-7	-18	1	0	-5
CCOc1cc(CNc2ccc(OC)cc2)cc(Br)c1OCC(=O)NC(C)(C)C	-50	2	4	0.2	-10	-12	50	0	/	0
Cc1ccc(C(=O)Oc2cc(N)n(S(=O)(=O)c3ccc(C)cc3)n2)cc1	5	-1	5	0.9	-4	-17	-5	0	-5	5
N#Cc1c(-c2ccccc2)ccn(Cc2ccccc2Cl)c1=O	4	-1	-9	-0.5	-15	-23	-4	-1	/	-5
COc1ccc(NS(=O)(=O)c2cc(OC)ccc2NC(=O)c2cc(C)oc2C)cc1	-13	-3	-38	-0.6	-9	-18	13	-2	/	26
O=C(Nc1ccc(Cl)cc1)Nc1nnc(Cc2ccc([N+](=O)[O-])cc2)s1	-3	0	-3	0.0	4	-19	3	-2	48*	-5
CCn1ncc(Br)c1C(=O)Nc1cccc(C(C)=O)c1	-7	1	8	-1.5	-11	-7	7	-2	0	-11
COc1ccc(NS(=O)(=O)c2cccc(C(=O)NCc3ccccc3CN3CCOCC3)c2)cc1	-1	0	2	-4.4	-3	-13	1	2	-7	2
CCN1C(=O)[C@H]2[C@H]3CN=C(SCc4ccc(C)cc4)N3[C@@](CC)(C(=O)OC)[C@H]2C1=O	23	4	-5	13	-11	0	-23	-2	-2	-4
O=C(CN1C(=O)/C(=C/c2cccc(Cl)c2)SC1=S)NC1C=CS(=O)(=O)C1 (configuration not stated)	-29	4	0	0.5	13	0	29	-1	-1	4
COc1cc2c(cc1OC)CN(C(=O)CCNS(=O)(=O)c1ccccc1F)CC2	6	1	8	0.6	-11	-8	-6	-2	-1	-2
CSc1nc(C)cc(OCCNS(=O)(=O)c2cc(C)ccc2C)n1	-4	4	-1	-1.2	-2	-2	4	0	-6	16
O=C1CSC(c2cccc([N+](=O)[O-])c2)N1c1ccccc1F (configuration not stated)	-12	1	-22	0.3	-5	0	12	8	0	1
O=C(Nc1ccc(Cl)c(Cl)c1)OCCNC(=O)c1ccncc1	-22	2	-13	0.8	0	-8	22	11	-5	0
Cc1ccc(C(C)C)c(OCC(O)CN2CC(C)OC(C)C2)c1 (configuration not stated)	1	2	/	0.7	3	-3	-1	8	/	-9
COc1ccc(C(C)(C)C)cc1NC(=O)CCN1C(=O)C2CCCCC2C1=O (configuration not stated)	-26	5	-3	0.3	0	-11	26	0	-2	0
Nc1nc2nccc(-c3ccccn3)n2n1	15	0	-17	1.3	-2	6	-15	4	-8	7
O=C(c1cccs1)N1CCN(c2ccc(F)cc2)CC1	-1	1	10	0.4	4	-11	1	5	/	-22
Cc1cccc(C(=O)NCCC(=O)N2CCc3ccccc3C2)c1	5	1	7	0.3	2	5	-5	-7	-2	-2
Cc1ccc(NS(=O)(=O)c2cc(C(=O)Nc3cccnc3)ccc2C)cc1	-32	1	7	0.2	-12	-13	32	2	1	0
S=C(Nc1ccc(Br)cc1)Nc1ccc2c(c1)OCCO2	16	-2	60	0.8	-1	6	-16	5	17	2
CN(CC(=O)N(C)CC(=O)Nc1c(Cl)cccc1Cl)Cc1ccc(Br)s1	-3	6	7	-1.2	-3	-7	3	0	2	-2
COc1ccc(N2C(=O)NC(NS(=O)(=O)c3ccc(NC(C)=O)cc3)(C(F)(F)F)C2=O)cc1 (configuration not stated)	2	0	7	2.4	3	-8	-2	0	0	4
CC(CN1CCOCC1)OC(=O)c1ccc(C(C)(C)C)cc1 (configuration not stated)	40	2	/	0.4	6	-13	-40	-1	0	-5
O=C(NCCCn1ccnc1)c1cc(C(=O)C2CC2)c[nH]1	-3	3	/	-0.3	0	-16	3	0	-5	-4
O=C(Nc1nc(-c2ccccn2)cs1)c1ccc(Cl)s1	1	0	-54	-0.4	-14	-8	-1	0	-4	-13
O=C(Nc1nccs1)C1CC(=O)N(Cc2ccco2)C1 (configuration not stated)	15	-4	-8	1.5	0	-15	-15	-2	2	2
O=C(c1ccc(Cl)cc1)N1N=C(c2ccccn2)CC1(O)C(F)(F)F (configuration not stated)	-6	-6	-12	-3.8	-9	-27	6	8	-2	-8
Cc1cc(-c2ccccc2)nc(Cl)c1C#N	-15	4	-8	-1.3	-2	-2	15	-7	-1	11
CCOc1ccc(OCC)c(-c2c(=O)n(OCc3ccccc3Br)c3ccccc3[n+]2[O-])c1	-21	-5	-5	0.1	-1	-10	21	4	/	-11
O=C(CSc1nc2ccccc2[nH]1)Nc1cc(C(F)(F)F)ccc1N1CCOCC1	-23	-7	-8	-1.1	5	3	23	4	-3	11
Cc1cc(NC(=O)NC(=O)c2ccccc2NC(=O)CN)ccc1Oc1ncc(Br)cn1	-6	-1	-11	0.7	-1	-6	6	-4	4	-6
O=CNCCCc1nc2ccccc2n1Cc1cccc2ccccc12	5	0	-7	-2.7	-6	-6	-5	-5	/	8
CSc1nc(-c2ccc(C)cc2)nc(N)c1C#N	-70	-2	-21	0.5	2	-17	70	12	-2	10
CCc1sc(C(=O)Nc2ccccc2N2CCOCC2)cc1C	-64	4	2	-4.3	0	-11	64	2	0	-7
CC(=O)NC1C(=O)Nc2c(C)cc(C)cc21 (configuration not stated)	1	5	-9	1.3	3	6	-1	-2	/	1
CC(C)(C)OC(=O)C1C(=O)CC(C)(O)C(C(=O)OC(C)(C)C)C1c1ccco1 (configuration not stated)	29	1	/	-3.9	-12	-6	-29	7	/	-2
CN(C)S(=O)(=O)c1ccc(Cl)c(NC(=O)COC(=O)/C=C/c2ccco2)c1	-6	4	-4	-1.3	-11	-23	6	10	-1	-55
Cc1cc(NC(=O)CSCc2ccccc2C)no1	-6	-1	-2	-2.3	-2	-14	6	4	-2	4
CC(C)(C)S(=O)(=O)c1cnc2c(S(=O)(=O)c3ccccc3)cnn2c1N	25	7	-2	-0.6	-6	-13	-25	0	-1	0
c1ccc2nc(SCc3cn4ccccc4n3)cnc2c1	10	8	57	-0.9	-15	-1	-10	0	38*	0
CCOc1ccccc1-c1noc(CCC(=O)NC2CCCCC2)n1	/	-1	-13	-0.8	-8	-9	/	-5	-1	-2
C#CCOCCOCCOCCNc1nc(N2CCN(C(=O)[C@H](CCC(=O)O)n3cc(C(N)CC(C)C)nn3)CC2)nc(N2CCN(C(=O)[C@H](CCC(=O)O)n3cc(C(N)[C@H](C)CC)nn3)CC2)n1 (some centres not stated)	-2	-2	1	-1.1	-7	-2	2	-2	/	8
Cc1cc(C)cc(OCC(=O)OCC(=O)NC2CCCCCC2)c1	9	0	6	0.5	-8	-4	-9	0	4	-8
Cc1cc(=O)[nH]c2c(N=Nc3ccc(O)cc3)c(N)nn12	-4	1	-1	0.5	1	-2	4	-2	-5	-2
CCOC(=O)C1CCCN(C(=O)c2cc3c(-c4cccc(OC)c4)nn(C)c3s2)C1 (configuration not stated)	-14	2	-13	-0.5	-20	-8	14	2	/	23
CCN(CC)CCCNC(=S)N(Cc1cccnc1)Cc1cc2cc(C)ccc2[nH]c1=O	/	3	3	0.6	-2	0	/	-4	2	0
